# IDH1 R132H inh – qHTS for Inhibitors of mutant isocitrate dehydrogenase 1 (IDH1): qHTS; Potency, µM (highest dose often 76.6 µM), inactives show at the highest dose activity change, negative = inhibition, hits mostly inhibitors; AID 602179, 2012; Isocitrate dehydrogenase [NADP] cytoplasmic (Homo sapiens), O75874; hit rate 0.093% among 390,000; IDH1-R132H enzyme, NADPH consumption, diaphorase/resazurin fluorescence; also: potency is read from the fitted curve at half-maximal effect; % is scaled to controls: 0 for no effect and ±100 for the full control effect; nearly all actives have a fitted effect of over 65% in size
#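 IDH1-R132H (0.5 ug/mL dispensed) in pH 7.5 Tris buffer was preincubated 30 min with compound, then given a substrate mix of 0.016 mM NADPH and 2 mM alpha-KG for 80 min at room temperature; remaining NADPH was read by diaphorase/resazurin fluorescence.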
# USP1-UAF1 inh – Inhibitors of USP1/UAF1: Primary Screen; hit rate 0.23% among 390,000; Potency, µM (titrated, usually from 57.1 µM), for the others: at the top dose activity change, negative = inhibition, actives largely listed as inhibitors; Ubiquitin carboxyl-terminal hydrolase 1 (Homo sapiens), O94782; recombinant USP1/UAF1, Ub-Rhodamine cleavage fluorescence; AID 743255, 2014; also: potency is read from the fitted curve at half-maximal effect; % is scaled to controls: 0 for no effect and ±100 for the full control effect; nearly all actives have a fitted effect of over 60% in size; inactives centre near -12
#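 USP1/UAF1 complex at 1 nM was preincubated with compound for 15 min at room temperature, then Ub-Rho substrate (150nM final) was added. Fluorescence (480/540 nm) was read kinetically, 6 reads every 60 seconds.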
# Vif-A3F inh – qHTS for Inhibitors of Vif-A3F Interactions: qHTS; hit rate 0.2% among 390,000; HeLa A3F-eYFP + Vif (tagged APOBEC3F with the HIV-1 protein that degrades it), YFP fluorescence increase; Potency, µM (top dose mostly 46.1 µM), without a hit: at the highest dose activity, negative = active; also: potency is read from the fitted curve at half-maximal effect; % of control where 0% means no effect; nearly all actives have a fitted effect of over 65% in size
#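 Fluorescence increase (Ex 488/Em 500-530) after overnight compound treatment at 37 deg C flags inhibition of Vif-driven A3F-eYFP loss in stable HeLa A3F-eYFP/Vif cells seeded overnight beforehand.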
# GRP78 ERSR act – qHTS for Inducers of the Endoplasmic Reticulum Stress Response (ERSR) in Human Glioma: qHTS. U87-MG GRP78 promoter luciferase reporter, 16 h. Potency, µM, inactives show at the top dose activation, actives largely listed as activators. hit rate 0.02% among 420,000; also: potency is read from the fitted curve at half-maximal effect; series mostly up to about 76 µM; % of control where 0% means no effect; nearly all actives have a fitted effect of over 35% in size
#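 Stably transfected U87-MG glioma cells carrying a GRP78-based luciferase sensor; 16 h compound incubation. Luminescence end-point read 10 min after Bright-Glo addition at room temperature.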
# TrxR1 substrate – qHTS Assay for Substrates of Mammalian Selenoprotein Thioredoxin Reductase 1 (TrxR1): qHTS; hit rate 0.01% among 390,000; AID 588456, 2011; Thioredoxin reductase 1, cytoplasmic (Rattus norvegicus), O89049; purified TrxR1 substrate turnover, NADPH consumption readout; Potency, µM (series often up to 114 µM), for inactives: top-dose activity change, negative = substrate turnover; also: potency is read from the fitted curve at half-maximal effect; % is scaled to controls: 0 for no effect and ±100 for the full control effect; nearly all actives have a fitted effect of over 50% in size
# Target sequence (O89049 whole entry, looked up): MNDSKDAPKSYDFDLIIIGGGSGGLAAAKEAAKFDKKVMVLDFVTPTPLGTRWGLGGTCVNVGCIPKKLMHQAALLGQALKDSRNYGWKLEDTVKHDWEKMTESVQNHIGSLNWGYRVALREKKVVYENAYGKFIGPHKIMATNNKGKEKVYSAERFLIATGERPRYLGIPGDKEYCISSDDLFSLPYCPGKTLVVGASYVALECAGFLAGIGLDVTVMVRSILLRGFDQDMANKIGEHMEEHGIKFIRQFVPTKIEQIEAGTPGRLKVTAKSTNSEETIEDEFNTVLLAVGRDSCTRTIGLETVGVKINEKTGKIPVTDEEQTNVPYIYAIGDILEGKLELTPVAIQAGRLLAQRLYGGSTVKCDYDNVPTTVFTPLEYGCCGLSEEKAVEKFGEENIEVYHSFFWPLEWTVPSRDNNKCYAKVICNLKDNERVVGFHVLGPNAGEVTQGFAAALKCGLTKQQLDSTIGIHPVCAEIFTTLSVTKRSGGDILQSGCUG
#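 Rat TrxR1, dispensed at 90 nM, was prereduced with 400 uM NADPH (final) for 5 min at ~22 deg C, then incubated with compound 15 min before 400 uM selenite. A first-read NADPH fluorescence drop versus no-compound background flagged substrates.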
# Vif-APOBEC3G blk – qHTS for Inhibitors of Vif-A3G Interactions: qHTS. HeLa A3G-eYFP + Vif (tagged APOBEC3G with the HIV-1 protein that degrades it), YFP fluorescence, overnight. DNA dC->dU-editing enzyme APOBEC-3G (Homo sapiens), Q9HC16. hit rate 0.076% among 410,000. Potency, µM (highest dose often 46.1 µM), inactives show at the highest dose activity, negative = active, most hits filed as inhibitors;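 also: potency is read from the fitted curve at half-maximal effect; % is scaled to controls: 0 for no effect and ±100 for the full control effect; nearly all actives have a fitted effect of over 60% in size; hits raise eYFP signal because A3G escapes Vif-driven loss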
# Target sequence (Q9HC16 whole entry, looked up): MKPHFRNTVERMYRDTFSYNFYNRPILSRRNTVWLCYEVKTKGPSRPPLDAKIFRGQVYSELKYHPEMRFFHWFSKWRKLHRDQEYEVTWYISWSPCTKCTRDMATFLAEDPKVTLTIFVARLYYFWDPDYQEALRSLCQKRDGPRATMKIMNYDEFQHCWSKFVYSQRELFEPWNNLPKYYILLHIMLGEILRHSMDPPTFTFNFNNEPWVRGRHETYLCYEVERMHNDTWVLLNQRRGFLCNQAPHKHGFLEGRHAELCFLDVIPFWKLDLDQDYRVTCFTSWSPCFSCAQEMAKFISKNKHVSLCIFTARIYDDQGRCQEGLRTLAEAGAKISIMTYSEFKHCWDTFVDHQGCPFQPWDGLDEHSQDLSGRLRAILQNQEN
#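 HeLa cells stably expressing Vif and C-terminally eYFP-tagged A3G, seeded overnight at 37 deg C, then exposed to compound by pintool overnight at 37 deg C. Rise in yellow fluorescence (Ex 488/Em 500-530, Acumen) marks blocked Vif-driven A3G degradation.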
# TrxR1 inh – qHTS Assay for Inhibitors of Mammalian Selenoprotein Thioredoxin Reductase 1 (TrxR1): qHTS. recombinant rTrxR1, NADPH fluorescence consumption, selenite substrate. Potency, µM (top dose mostly 114 µM), without a hit: at the top dose activity change, negative = inhibition, hits mostly inhibitors. hit rate 1% among 390,000. AID 588453, 2011; also: potency is read from the fitted curve at half-maximal effect; % is scaled to controls: 0 for no effect and ±100 for the full control effect; nearly all actives have a fitted effect of over 65% in size
#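 Rat TrxR1 (90 nM in the dispensed reagent) was pre-reduced with 400 uM NADPH for 5 min at room temperature, then incubated with compound for 15 min. After 400 uM selenite was added, NADPH fluorescence (Ex 340/Em 450 nm) was followed for 8 min.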
# LDHA block – qHTS assay for inhibitors of human lactate dehydrogenase; purified LDHA, NADH/diaphorase-resazurin fluorescence; hits give low values; activity change, % (values are at about 110 or 230 µM); L-lactate dehydrogenase A chain (Homo sapiens), P00338; hit rate 0.15% among 480,000; in the data active = activity change below about -30%; inconclusive = mostly about -25% to -30%;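 also: plate controls were DMSO wells for no effect and wells without enzyme for full effect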
#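 Remaining NADH was detected by diaphorase (0.133 mg/mL) converting 37 µM resazurin to fluorescent resorufin, read at 0 and 20 minutes. The preceding 5-minute room-temperature reaction used 2 nM LDHA, 0.2 mM sodium pyruvate and 0.06 mM NADH at pH 7.4.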
# RGS4 inh – Inhibitors of Regulator of G Protein Signaling (RGS) 4: qHTS; Regulator of G-protein signaling 4 (Homo sapiens), P49798; Transcreener GDP fluorescence polarization, RGS4-accelerated GTP hydrolysis; Potency, µM (titrated, usually from 114 µM), inactives show top-dose activity change, negative = inhibition, hits mostly inhibitors; hit rate 0.039% among 390,000; AID 504845, 2011; also: potency is read from the fitted curve at half-maximal effect; % is scaled to controls: 0 for no effect and ±100 for the full control effect; nearly all actives have a fitted effect of over 75% in size; some results filed as inactive show a strong effect at the top dose
# Target sequence (P49798 whole entry, looked up): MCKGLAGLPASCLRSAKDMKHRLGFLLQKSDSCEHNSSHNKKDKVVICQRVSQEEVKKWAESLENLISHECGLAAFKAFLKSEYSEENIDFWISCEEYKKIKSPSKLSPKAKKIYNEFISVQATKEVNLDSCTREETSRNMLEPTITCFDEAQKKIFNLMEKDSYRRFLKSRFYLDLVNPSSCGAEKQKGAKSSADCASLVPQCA
#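 MLSMR compounds (23 nl, pin-transferred) preincubated 10 min at room temperature with a 500nM (2x) first reagent, then RGS4 at 900nM (2x) plus Transcreener GDP mix added; fluorescence polarization (620/688 nm) read before and after 90 min at 30 °C.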
# * marks the source's active call; other numbers are inactive results; ? = inconclusive; · = no result given; [ ] = dose if it differs, or a comment. Unless noted, calls follow the shape of the dose curve; as a rule, active = well fitted curve in the direction sought with a large enough effect; inconclusive = small, poorly fitted or top-dose-only effect, or another doubt; inactive = no such curve, though single readings can be large; an effect the other way counts as inactive or inconclusive. Some of the compounds tested; the hit share may differ from the screen's.
# Order of values – IDH1 R132H inh	USP1-UAF1 inh	Vif-A3F inh	GRP78 ERSR act	TrxR1 substrate	Vif-APOBEC3G blk	TrxR1 inh	LDHA block	RGS4 inh
> COc1ccc(S(=O)(=O)NC2CCSc3ccccc32)cc1NC(C)=O (stereo not drawn)
 : 14.4%	-16.8%	12.9%	3.3%	3.1%	-2.3%	0.6%	-4.1	-19.9%
> C/C(=N/NC(=O)CNC(=O)c1ccccc1)c1ccc(C)cc1
 : -3.8%	-19.1%	-25.8%	-5.0%	7.0%[57.1 µM]	-8.8%	6.8%[57.1 µM]	-14.3	-12.1%
> O=C(c1ccccc1)C(Nc1cccc([N+](=O)[O-])c1)c1ccccc1 (stereo not drawn)
 : -3.6%	-12.9%	8.7%	-2.7%	-12.1%	-5.2%	-24.4%	2.6	-23.5%
> CCc1cccc(C)c1NC(=S)NCc1ccc2[nH]c(C)cc2c1
 : 0.0%	-10.3%	-4.7%	-2.4%	-9.0%	1.0%	3.6%[57.1 µM]	-0.4	-35.7%
> O=C(N/N=C/c1ccc2c(c1)OCO2)c1ccc(COCC(F)(F)C(F)F)cc1
 : -4.5%	-26.1%	0.9%	-6.8%	64.4%[activator]	-18.0%	34.3%	-10.2	-7.1%
> CCOC(=O)c1ccc(N2C(=O)c3n[nH]c(-c4ccco4)c3C2c2cccc(F)c2)cc1 (stereo not drawn)
 : -18.9%	-24.7%	-5.0%	-6.5%	-7.8%	-15.5%	7.3%	4.9	-10.1%
> Cc1ccc(Oc2ccc(OCC(=O)NC(CC(C)C)C(=O)O)cc2)cc1 (stereo not drawn)
 : 4.6%	-23.8%	-3.7%	-8.5%	4.5%	-0.4%	10.2%[57.1 µM]	-1.3	-4.9%
> CCN(CC)C(=O)c1sc(NC(=O)c2c(OC)cccc2OC)c(C#N)c1C
 : -3.3%	-1.2%	-16.1%	1.1%	5.0%[57.1 µM]	-2.3%	20.3%[57.1 µM]	-5.5	-17.4%
> COCOCCn1cc(CN2CCS(=O)(=O)N(Cc3ccc(-c4ccc(Cl)c(Cl)c4)cc3)C(C)C2=O)nn1 (stereo not drawn)
 : -8.5%	-24.9%	-9.0%	0.8%	·	-9.6%	·	-0.7	·
> CC(C)CCNC(=O)[C@@H](c1ccccc1)N1Cc2ccccc2C1=O
 : 5.2%	-7.8%	-13.7%	-2.9%	-1.2%	3.6%	-0.6%	-2.2	3.4%
> O=C(CSc1nc2c(cnn2-c2ccc(F)cc2)c(=O)[nH]1)N1CCCCCC1
 : -6.5%	-11.1%	-1.3%	-2.7%	1.6%	-4.3%	14.9%	-8.0	8.6%
> Cc1cc(N2CCOCC2)nc2ccc(NC(=O)CCC(=O)N3CCN(c4ccccc4)CC3)cc12
 : -9.8%	-11.2%	7.5%	5.3%	28.4%[57.1 µM]	-1.5%	3.8%[57.1 µM]	-6.1	8.5%
> CS(=O)(=O)CCC(C(=O)OCc1ccc(Br)cc1)N1C(=O)c2ccccc2C1=O (stereo not drawn)
 : 6.7%	-14.7%	1.5%	-0.9%	-3.7%	-2.4%	-10.4%	-1.3	-26.6%
> O=C1c2[nH]nc(-c3ccc(F)cc3)c2C(c2ccccc2F)N1c1ccccc1 (stereo not drawn)
 : ?	-17.9%	9.3%	-10.2%	-4.5%	-6.7%	-5.2%	0.6	-13.0%
> O=C(NNC(=O)c1ccc(Br)o1)c1csc(N2CCOCC2)n1
 : 0.6%	-23.1%	2.9%	-2.9%	1.2%	0.3%	12.5%	-2.1	-1.2%
> COc1cc(C(=O)Oc2cccnc2)cc(OC)c1OC
 : -4.3%	-15.7%	0.3%	-3.3%	-1.6%	1.4%	14.5%	1.7	2.2%
> CCC[C@H]1CC(=O)C=C(c2ccsc2)ON1C(=O)OC(C)(C)C
 : 1.7%	-22.0%	0.5%	2.0%	-9.0%	-2.1%	-31.5%	7.2	-20.3%
> O=C1N/C(=N/O)S/C1=C/c1cccnc1
 : -4.9%	-11.1%	9.9%	1.9%	-14.5%	1.6%	-0.1%	2.7	5.6%[11.4 µM]
> O=c1c2sc3ccccc3c2n(Cc2ccc(Cl)cc2)c(=O)n1Cc1ccco1
 : 0.0%	-21.4%	-10.8%	-1.3%	12.0%	-1.5%	16.2%	-8.6	-12.1%
> CCCN1CCN(C(=O)Cn2ncc3c4ccccc4n(Cc4cccc(Cl)c4)c3c2=O)CC1
 : -11.8%	?	-11.9%	-1.6%	3.0%	-7.7%	9.2%	-0.4	-25.8%
> CCOc1ccc(NC2=CC(=O)CC(c3ccco3)C2)cc1 (stereo not drawn)
 : 3.4%	-16.6%	-6.7%	3.6%	0.0%	1.0%	20.6%	0.6	-6.9%
> COc1ccc(C(CNC(=O)c2cccc(S(=O)(=O)N3CCCc4ccccc43)c2)N(C)C)cc1 (stereo not drawn)
 : 4.0%	1.3%	0.6%	2.1%	-8.2%	0.0%	-5.8%	1.1	-33.0%
> COc1cc([N+](=O)[O-])ccc1NC(=O)CN(C)C
 : -3.6%	-1.2%	-0.4%	0.8%	1.5%	0.2%	15.7%	-0.1	0.1%
> CCN(CC(=O)Nc1ccc(NC(C)=O)cc1)C(=O)c1oc2ccccc2c1C
 : -3.6%	-0.2%	-5.3%	-4.7%	-0.2%	0.3%	7.5%	-4.8	20.8%
> CC(C)C[C@H]1CN=C(Nc2ccccc2)N1CCc1cccc(F)c1
 : 8.1%	19.4%	-3.5%	1.0%	5.3%[57.1 µM]	5.1%	9.1%[57.1 µM]	-3.2	21.9%
> CN(Cc1cc(Cl)cc(Cl)c1)[C@H]1C[C@H]2c3[nH]c4ccccc4c3CCN2C(=O)[C@H]1CO
 : 0.0%	-18.3%	-11.8%	-5.1%	·	-14.5%	·	-0.7	·
> COc1ccc2nc(NC(=O)c3nc(SCc4cccc(C)c4)ncc3Cl)sc2c1
 : 15.1%	-4.3%	1.1%	-1.4%	2.1%	2.0%	13.8%	-1.3	11.9%
> CCOC(=O)C1CCCN(Cc2cccs2)C1 (stereo not drawn)
 : 6.4%	-3.5%	7.3%	-2.3%	3.7%[57.1 µM]	0.5%	-3.4%[57.1 µM]	-16.6	-1.3%
> Cc1ccccc1CNC(=O)C(=O)NCCC1CCCCN1S(=O)(=O)c1cccs1 (stereo not drawn)
 : 0.7%	-11.2%	-6.7%	-3.4%	7.0%	2.0%	28.0%	-6.0	5.3%
> O=C(CC1CCCCC1)Nc1ccc(-c2ccc3nncn3n2)cc1
 : 1.9%	-9.1%	-1.1%	-2.2%	22.9%	-6.1%	18.7%	-5.6	-10.9%

# (list continues)
# Order of values – IDH1 R132H inh	USP1-UAF1 inh	Vif-A3F inh	GRP78 ERSR act	TrxR1 substrate	Vif-APOBEC3G blk	TrxR1 inh	LDHA block	RGS4 inh
> Cc1cc(S(=O)(=O)NCc2ccco2)c(C)s1
 : 5.1%	-5.6%	-9.4%	-1.7%	16.3%	1.9%	25.6%	-1.6	-24.2%
> COc1ccc(Cn2c(=O)oc3ccc(C)cc32)cc1OC
 : 3.3%	-15.3%	0.4%	0.1%	1.8%	-2.3%	13.9%	-0.8	-12.2%
> Cc1ccc(N2CCN(/N=C/c3ccncc3)CC2)cc1
 : -8.8%	-15.1%	-4.6%	-0.1%	-13.3%	0.6%	-3.2%	-7.5	38.3%
> COc1cc(OC)c(NC(=O)Cn2c(=O)oc3cc(S(=O)(=O)N4CCCC4)ccc32)cc1Cl
 : -10.8%	-19.2%	-5.6%	-1.9%	-1.7%[57.1 µM]	-1.2%	27.3%[57.1 µM]	-10.3	-11.9%
> CCC(CC)C(=O)Nc1nnc(S(=O)(=O)N2CCCc3ccccc32)s1
 : 12.8%	-14.6%	-4.4%	-4.1%	-2.1%	2.5%	12.6%	-9.5	-5.5%
> CCCCn1c(N)c(N(CC(C)C)C(=O)c2ccc(-c3ccc(C(C)=O)cc3)o2)c(=O)[nH]c1=O
 : 4.9%	-17.2%	-6.2%	0.1%	8.6%	-6.7%	-5.7%	5.6	-17.1%
> CS(=O)(=O)c1ccc(Cl)c(C(=O)NCC2CCCCC2)c1
 : 2.3%	-15.1%	-0.9%	-0.6%	0.7%	-0.1%	13.4%	-4.3	-8.3%
> Cc1ccc(S(=O)(=O)N(Cc2cccc([N+](=O)[O-])c2)C(=O)N2CCN(C)CC2)cc1
 : 2.6%	-0.8%	-22.7%	-3.6%	-4.7%	0.6%	-3.0%	-7.3	-27.2%
